# VLA-4 inh = inhibition in a human VLA-4 binding assay. P13612. AID 2557. VLA-4 expressing cells, ligand binding flow cytometry. inhibition, % (about 7 µM as worked out from the volumes in the protocol). actives 0.2% (n = 330,000); in the data active means inhibition above about 50%
# procasp7 counter = counter-screen for procaspase-3 activators: activators of human procaspase-7; P55210; activation, % at 8.5 µM; recombinant procaspase-7, Ac-DEVD-pNA absorbance 405 nm; D23A/D198A/D206A triple mutant, cannot self-cleave; scale: DMSO 0, 5 µM enzyme 100; actives 0.093% (n = 330,000); AID 463210;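 active means percent activation above the screen-wide mean plus 3 SD, cut at about 25% in these data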
# Target sequence (P55210 whole entry D23A/D198A/D206A): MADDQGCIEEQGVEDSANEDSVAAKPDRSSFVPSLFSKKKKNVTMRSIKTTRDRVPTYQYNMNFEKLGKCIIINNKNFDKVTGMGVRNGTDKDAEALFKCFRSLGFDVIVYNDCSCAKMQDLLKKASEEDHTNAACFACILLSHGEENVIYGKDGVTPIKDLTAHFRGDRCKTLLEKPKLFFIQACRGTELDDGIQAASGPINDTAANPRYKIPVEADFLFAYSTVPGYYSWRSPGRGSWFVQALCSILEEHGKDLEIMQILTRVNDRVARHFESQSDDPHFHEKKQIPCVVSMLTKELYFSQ
#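 System: Procaspase-7 triple mutant (PC-7 D3A); measure: % activation from two-timepoint absorbance difference, scaled to controls; times: 1 h compound preincubation, 2 h substrate cleavage, 25 °C; also added: Ac-DEVD-pNA substrate, 400 µM as added; measured by: Epi-absorbance of released pNA at 405 nm, two timepoints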
# GRK2 aptamer HTS = inhibitors of human GRK2 displacing RNA aptamer | bead flow cytometry, FAM-aptamer displacement from GRK2 | inhibition of aptamer binding, % at 10 µM | actives 0.59% (n = 330,000);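 active means inhibition of aptamer binding above 40%, roughly 3 SD of noise, on plates passing a quality check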;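 further: median bead fluorescence of bound FAM aptamer so fluorescent compounds give negative values; no value below 0 was filed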
# procasp3 activ = activates human procaspase-3; P42574; recombinant procaspase-3 D3A, Ac-DEVD-pNA absorbance 405 nm; activation, % at 8.5 µM; actives 0.11% (n = 330,000);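 active means activation above the mean of all tested compounds plus 3 SD, cut at about 21% in these data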;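 further: 0% = DMSO alone and 100% = DMSO wells spiked with extra 5 µM PC-3 D3A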
#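 Technique: 405 nm absorbance of p-nitroaniline, reads at 0 and 120 min; Test system: Procaspase-3 D3A mutant; Incubation: 1 h enzyme-compound preincubation, then 2 h substrate reaction, 25 °C; Repeats: singlicate, each compound tested once; Benchmarks: low control DMSO wells, high control DMSO plus 5 µM PC-3 D3A.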
# PP1 inh = PP1-alpha (human) inhibition in PP5 counter-screen; actives 0.9% (n = 320,000); inhibition, % at 6.7 µM; purified PP1alpha, OMFP fluorescence;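 active means inhibition above the mean inhibition of all tested compounds plus 3 SD, computed separately for each screening campaign, cut at about 15% in these data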
# Target sequence (P62136 whole entry, looked up): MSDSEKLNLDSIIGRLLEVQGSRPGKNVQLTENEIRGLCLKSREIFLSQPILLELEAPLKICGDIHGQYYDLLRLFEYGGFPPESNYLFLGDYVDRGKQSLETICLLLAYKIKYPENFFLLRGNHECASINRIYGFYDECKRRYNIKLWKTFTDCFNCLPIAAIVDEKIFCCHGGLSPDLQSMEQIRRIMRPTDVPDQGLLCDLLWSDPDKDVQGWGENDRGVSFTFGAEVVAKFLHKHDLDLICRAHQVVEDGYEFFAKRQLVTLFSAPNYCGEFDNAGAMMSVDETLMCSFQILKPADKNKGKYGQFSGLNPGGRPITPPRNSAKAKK
# Fh CTSL1 inh = blocks F. hepatica cathepsin L1 in PFM18AAP counter-screen. inhibition, % at 5.96 µM. actives 0.49% (n = 300,000). recombinant F. hepatica cathepsin L1, Z-Leu-Arg-MCA fluorescence;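 active means inhibition above the mean of all tested compounds plus 3 SD, set per screening campaign, cut at about 17% in these data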;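 further: 0% = plate median of test compound wells and 100% = 1 µM Z-Phe-Ala-diazomethylketone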
# PP5 inh = PP5 (human) phosphatase inhibition; inhibition, % at 6.7 µM; purified PP5c, OMFP substrate fluorescence; actives 0.18% (n = 320,000); P53041;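 active means inhibition above the campaign's mean inhibition across all tested compounds plus 3 SD, cut at about 9.5% in these data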;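 further: 0% = DMSO only and 100% = 100 µM cantharidin control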
# GASC-1 inh = inhibitors of human GASC-1 (JMJD2C) demethylase; inhibition, % at 2.35 µM; GST-JMJD2C(1-420) H3K9me3 demethylation, DELFIA europium; actives 0.069% (n = 330,000);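 active means more than half of a compound's replicate wells show inhibition beyond 50%, single wells judged on their own value; inconclusive means some, but no more than half, of replicates pass 50% inhibition; inactive means no replicate passes 50% inhibition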;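 further: signal counts dimethyl H3K9 product captured on neutravidin plate; 0% = median of DMSO wells and 100% = 0.3 times that DMSO median; strong numbers were not always called active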
# Target sequence (Q9H3R0 1-420 limits assumed): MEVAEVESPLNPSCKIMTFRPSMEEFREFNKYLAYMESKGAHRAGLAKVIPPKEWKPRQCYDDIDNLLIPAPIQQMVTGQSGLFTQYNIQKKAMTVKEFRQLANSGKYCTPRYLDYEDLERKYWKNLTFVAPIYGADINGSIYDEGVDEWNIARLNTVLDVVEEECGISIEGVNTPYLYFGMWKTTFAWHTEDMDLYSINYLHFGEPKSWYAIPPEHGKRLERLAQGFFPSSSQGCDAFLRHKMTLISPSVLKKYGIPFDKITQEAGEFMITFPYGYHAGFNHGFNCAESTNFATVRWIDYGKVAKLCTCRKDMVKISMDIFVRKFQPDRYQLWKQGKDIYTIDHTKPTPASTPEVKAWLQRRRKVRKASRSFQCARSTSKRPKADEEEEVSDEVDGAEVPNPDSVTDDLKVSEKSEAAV
# HCV core dimer = blocks dimerization of HCV core protein; TR-FRET GST/Flag-core106 dimerization, 1536-well; inhibition, % at 5 µM; actives 0.33% (n = 300,000);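 active means inhibition above the mean of all tested compounds plus 3 SD, set per screening campaign, cut at about 45% in these data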
#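 System: GST-tagged and Flag-tagged HCV core protein residues 1-106 / Input: core106 proteins, GST 13.5 nM and Flag 17 nM / Buffer or medium: KF-containing HEPES buffer, pH 7.45, DTT, CHAPS, BSA / Probe or stimulus: Eu-anti-GST and XL665-anti-Flag labelled anti-tag antibodies / Schedule: 4 h, 22.5 °C incubation / Technique: TR-FRET 671 and 617 nm emission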
# An asterisk follows results filed as active; u = inconclusive; x = no result given.
SMILES,VLA-4 inh,procasp7 counter,GRK2 aptamer HTS,procasp3 activ,PP1 inh,Fh CTSL1 inh,PP5 inh,GASC-1 inh,HCV core dimer
COc1ccc(C)cc1NS(=O)(=O)c1ccc2c(c1)NC(=O)C(C)S2 (stereo not given),-0.6,4.5,2.0,-2.3,-1.8,-0.1,3.0,-2.0,9.2
CC(=O)N1CCN(CC(=O)Nc2ccccc2Sc2ccc(Cl)cc2)CC1,16.4,7.0,0.0,-6.4,3.2,5.2,1.8,6.4,7.0
Cc1ccc(NC(=O)COC(=O)C2CC2)cc1S(=O)(=O)N1CCOCC1,8.2,1.6,0.0,9.1,x,x,x,0.2,x
CCOc1ccccc1Nc1nnc(SCC(=O)Nc2cc(C)on2)s1,-7.9,-1.5,0.0,0.4,2.6,-1.2,2.4,1.3,1.9
O=c1c2cccc(Cl)c2nc2n1Cc1ccccc1-2,1.5,-14.5,0.0,-6.8,-3.0,0.5,-0.1,-2.3,0.7
Cn1c(SCc2cccc(Br)c2)nc2c1c(=O)[nH]c(=O)n2C,1.0,1.4,0.0,8.4,-3.8,-3.4,-3.6,7.4,12.4
CCS(=O)(=O)N1CCN(c2cc3c(cc2[N+](=O)[O-])n(C)c(=O)n3C)CC1,-8.0,-2.0,1.0,-3.4,1.4,2.5,-1.2,-7.5,-5.5
COc1ccc(OCc2nnc(SCc3ccc(C(=O)O)cc3)o2)cc1,-8.5,7.3,0.0,-7.2,-2.6,-6.3,2.0,-43.3,-1.1
COc1ccccc1CCC(=O)Nc1cc(S(=O)(=O)N2CCCCC2)ccc1N1CCN(C)CC1,-0.6,-5.9,0.0,-6.9,-4.0,3.9,2.0,2.8,-12.1
CC(C)n1ncc2c(C(=O)NCc3ccccc3CN(C)C)cc(C3CC3)nc21,-3.0,6.7,0.0,-0.8,3.2,x,0.9,x,x
Cc1ccc(OCc2nc3c4c(ncn3n2)-c2ccccc2CC42CCCC2)cc1,-9.3,-2.8,1.0,-0.7,-2.5,1.1,1.2,-3.9,-9.7
Cc1cc(C)nc(-n2nc(C)c3c(=O)[nH]c(C(F)(F)F)nc32)n1,-4.0,2.3,0.0,-2.8,19.1*,-4.2,2.4,0.6,0.8
Cc1ccc(S(=O)(=O)CCC(=O)OCC(=O)NCc2ccc(Cl)cc2)cc1,0.7,8.6,0.0,1.1,-3.8,-73.0,0.1,57.4,2.4
CCCS(=O)(=O)c1csc(C(=O)OC)c1N,-6.2,-2.2,10.0,6.0,1.1,-0.9,0.9,0.2,-5.8
Cc1[nH]c2ccc(-c3nnc(SCC(=O)c4ccc(F)cc4)o3)cc2c1C,3.6,-9.7,2.0,-3.4,2.0,-1.9,0.3,-2.5,12.7
CCCC(=O)Nc1ccccc1NC(=O)CN(C)S(=O)(=O)c1ccc(C)cc1,14.4,0.3,0.0,-11.7,-2.6,-3.0,0.5,u,-0.3
CC1(C)CC(=O)C(C(C2=C(O)CC(C)(C)CC2=O)c2ccc(O)c([N+](=O)[O-])c2)=C(O)C1,1.9,-4.6,1.0,-0.1,-1.2,5.2,-0.8,-0.6,1.0
CNc1nc(C)c(C#N)c(-c2ccccc2)c1C(C)=O,26.8,16.2,0.0,13.0,0.6,-1.0,3.0,-3.0,-2.1
CCNC(=S)N(Cc1ccco1)Cc1cc2cc(OCC)ccc2[nH]c1=O,-1.2,-17.4,0.0,-7.5,-1.5,6.8,2.6,-35.6,-0.7
CCCCn1cnc2c(cnn2-c2ccc(Cl)cc2)c1=O,1.6,11.2,2.0,8.2,-2.5,3.7,-1.1,-1.5,12.8
Cc1nn(C(C)C(=O)NCC2CCCO2)c(=O)c2c1sc1ccccc12 (stereo not given),-14.9,-5.7,2.0,5.9,1.0,2.4,1.7,7.9,-10.9
COC(=O)/C=C/c1cnc[nH]1,3.0,-1.8,3.0,11.6,0.5,-2.2,2.4,u,10.2
O=C(CSc1ncnc2c1oc1ccccc12)NC1CCCCC1,-16.1,1.3,3.0,4.1,-5.2,0.2,0.7,-1.7,-0.1
Cc1nnc(N(Cc2ccccc2)C(=O)c2cnccn2)s1,-7.2,-1.1,2.0,-1.3,-1.0,2.9,-3.9,23.5,-3.7
COCCN1CCN(C(=O)C2CCC(=O)N(CCc3cccc(F)c3)C2)CC1 (stereo not given),-15.0,-6.9,0.0,-1.3,-2.2,-1.4,0.5,-0.4,1.7
# (cont.)
SMILES,VLA-4 inh,procasp7 counter,GRK2 aptamer HTS,procasp3 activ,PP1 inh,Fh CTSL1 inh,PP5 inh,GASC-1 inh,HCV core dimer
COc1ccccc1N(C)S(=O)(=O)c1ccc(Cl)c(C(=O)NNC(=O)c2ccccc2O)c1,11.3,8.9,0.0,1.9,-4.6,1.4,3.1,9.5,3.1
O=C(NCc1ccccc1Br)c1cccc2c1C(=O)c1ccc(N3CCOCC3)cc1S2(=O)=O,-12.5,2.7,0.0,-7.0,28.4*,x,-1.9,1.0,x
CCOC(=O)c1c(NC(=O)CCl)sc(C(=O)N(CC)CC)c1C,-5.5,15.5,0.0,6.6,1.2,41.2*,-1.3,11.3,16.0
CCOC(=O)C1CCCN(C(=O)CCNS(=O)(=O)c2cc(Br)cnc2N)C1 (stereo not given),9.6,-2.3,1.0,-0.1,-0.1,-0.7,-2.2,3.7,11.9
COC(=O)c1nc(NC(=O)C(C)C)n[nH]1,9.8,2.9,3.0,-1.5,-1.1,2.9,0.9,-2.8,-2.9
O=C1c2cccnc2C(Nc2ccccc2)N1Cc1ccco1 (stereo not given),22.4,-3.4,5.0,-0.2,5.2,0.9,2.4,4.5,7.9
CC(C)(CNC(=O)c1ccccc1NS(C)(=O)=O)N1CCCCC1,31.6,6.0,0.0,0.2,-1.6,3.6,1.1,11.1,2.8
O=S(=O)(c1cc(Cl)cc(Cl)c1O)N1CCC2(CC1)OCCO2,-4.3,5.2,0.0,1.3,-2.5,-2.4,-0.5,-0.5,-6.1
COc1cc(/C=N/OCC(=O)NC2CCCCC2)ccc1OCc1ccccc1,3.1,-2.5,0.0,-1.8,1.1,0.4,1.6,-3.5,7.4
CCOC(=O)c1c(C(=O)OCC)c(C)n(CCc2ccc(OC)c(OC)c2)c1C,x,-4.5,1.0,3.5,0.9,-2.1,-0.3,10.5,2.0
O=C(Nc1ccc(-c2nnc(-c3ccccc3)o2)cc1)C1CCCO1 (stereo not given),5.1,1.5,5.0,1.9,-0.4,0.1,3.6,1.6,3.1
C/C(=N\NC(=O)c1nnn(-c2nonc2N)c1CN(C)c1ccccc1)c1ccccc1O,-119.2,-70.8,1.0,-55.6,0.0,4.5,5.1,18.8,12.3
COCCN(C(=O)CCC(=O)Nc1ccccn1)C(C(=O)NCCC(C)C)c1ccc(OC)cc1 (stereo not given),1.5,5.3,0.0,6.4,-2.7,1.5,0.0,0.1,4.0
CC1(C)CCc2cc(-c3ccnc(=S)[nH]3)ccc2O1,2.6,-7.7,0.0,-8.5,3.7,10.1,1.9,-23.7,-4.3
COc1ccc(C=O)cc1Cn1c(=O)n(CCC(=O)NCc2ccco2)c(=O)c2sccc21,9.8,-2.0,0.0,6.8,-1.3,-4.6,-0.2,4.6,1.5
O=C(Nc1ccc(Br)cn1)C1CCN(S(=O)(=O)c2cccs2)CC1,0.9,7.6,0.0,-2.9,-1.7,3.8,0.6,4.8,-0.9
NC(=O)c1c(NC(=O)c2cnccn2)sc2c1CCCC2,-8.2,-6.9,1.0,7.4,-1.9,-2.5,7.6,-12.5,0.7
CCC(=O)Nc1ccc(S(=O)(=O)c2ccc(NC(=O)CC)cc2)cc1,9.1,8.2,0.0,-2.6,-0.2,-3.7,3.4,1.3,0.1
O=C(Nc1nc2ccccc2n1CCN1CCOCC1)c1cn(-c2ccccc2)nc1-c1ccccc1,8.6,13.0,0.0,9.6,0.2,-0.3,5.2,-14.3,8.7
O=C(c1ccccc1)N1CCN(c2ncnc3c(-c4ccccc4)nsc23)CC1,7.4,-5.5,0.0,-3.5,0.0,-2.2,0.0,18.0,-3.4
O=C(OCn1nnc2ccccc2c1=O)C1=COCCO1,6.4,2.5,2.0,6.5,2.9,-30.5,0.5,-1.6,-7.1
Cc1nn(C(C)C(=O)Nc2ccccc2Cl)c(=O)c2nn(-c3ccccc3)c(C)c12 (stereo not given),2.5,-4.7,0.0,3.4,0.3,-0.8,3.1,1.6,3.7
C[C@H]1CN=C(Nc2ccccc2)N1CC1CCCCC1,-6.2,0.1,0.0,1.8,-4.5,0.7,0.4,10.5,2.6
CC1CCN(C(=O)C2CCCN(S(=O)(=O)c3ccc4c(c3)CC(C)N4C(=O)C3CC3)C2)CC1 (stereo not given),9.4,4.7,1.0,-0.2,-0.3,-0.9,2.9,8.2,7.3
COC(=O)CNC(=O)COC(=O)Cc1ccc(Cl)cc1,-15.2,-0.6,3.0,2.5,5.2,-1.8,-0.7,12.6,-5.4

# Looked up by structure from the list above (two):
SMILES,VLA-4 inh,procasp7 counter,GRK2 aptamer HTS,procasp3 activ,PP1 inh,Fh CTSL1 inh,PP5 inh,GASC-1 inh,HCV core dimer
O=C(Nc1nc2ccccc2n1CCN1CCOCC1)c1cn(-c2ccccc2)nc1-c1ccccc1,8.6,13.0,0.0,9.6,0.2,-0.3,5.2,-14.3,8.7
O=C(NCc1ccccc1Br)c1cccc2c1C(=O)c1ccc(N3CCOCC3)cc1S2(=O)=O,-12.5,2.7,0.0,-7.0,28.4*,x,-1.9,1.0,x

# The results go on:
SMILES,VLA-4 inh,procasp7 counter,GRK2 aptamer HTS,procasp3 activ,PP1 inh,Fh CTSL1 inh,PP5 inh,GASC-1 inh,HCV core dimer
NC(=O)c1ccc(N2CCN(S(=O)(=O)c3ccccc3)CC2)c([N+](=O)[O-])c1,-5.8,12.2,2.0,7.7,5.2,-1.6,0.1,7.0,1.1
CCOC(=O)C1=C(N)Oc2cc(O)ccc2C1c1cccc(Cl)c1 (stereo not given),1.8,1.4,1.0,-1.2,-2.2,2.7,3.3,12.7,-5.9
Nc1ccn(CC(=O)NCCc2ccccn2)c(=O)n1,0.0,0.7,2.0,-2.6,3.8,x,0.9,2.9,x
O=C(O)CCCn1cc(NC(=O)COc2ccc([N+](=O)[O-])cc2)cn1,5.0,7.9,3.0,2.9,-6.8,0.3,-0.2,0.9,-1.9
CC1(c2nnc(Cc3ccccc3)o2)CC(c2ccc(C#N)cc2)=NO1 (stereo not given),12.0,-20.1,0.0,-9.3,1.5,2.2,-1.8,-2.5,7.8
O=C(NC(Cc1ccccc1)c1ccc2c(c1)OCCCO2)c1ccccc1 (stereo not given),10.7,2.3,9.0,-10.6,0.1,-1.0,2.0,u,-1.9
Cc1ccc(CNC(=O)CCS(=O)(=O)Cc2ccc(C)cc2)cc1,4.5,1.0,0.0,3.0,-0.8,8.0,-9.6,-11.8,-12.1
CCOCCOC(=O)C(C)Oc1ccc(Oc2ncc(Cl)cc2Cl)cc1 (stereo not given),-5.7,-1.0,1.0,6.3,2.0,0.7,1.5,2.5,1.8
COc1ccc(OCCCC(=O)Oc2ccc(OC)cc2)cc1,x,-1.4,0.0,-4.4,0.2,-4.2,3.0,-10.6,4.1
